# GAA spleen mod – inhibitors or activators of human alpha-glucosidase in spleen homogenate; 240,000 tested, 0.006% active; human spleen homogenate, 4-MU-alpha-glucoside fluorescence; Potency, µM (titrated, usually from 79.9 µM), for the others: at the highest dose activity change, negative = inhibition, hits mostly inhibitors; AID 2112;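 also: 0% = enzyme with vehicle and -100% = no enzyme basal signal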
#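 Human spleen homogenate (1 ug) with 4-methylumbelliferyl-alpha-D-glucopyranoside (1 mM final) in 50 mM citrate/phosphate pH 5.0, 0.01% Tween-20; 40 min at 37 C. Stopped at pH 10; 4-MU fluorescence Ex 365/Em 440 nm; AC50 by Hill fit.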
# L3MBTL1 inh – inhibitors of human L3MBTL1. AlphaScreen L3MBTL1–H3K9me1 peptide binding. 230,000 tested, 0.66% active. AID 485360. Potency, µM (top dose mostly 57.1 µM), for the others: top-dose activity, negative = inhibition, actives largely listed as inhibitors; also: nearly all actives have a fitted effect of over 60% in size
#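 Displacement of a biotinylated histone H3(1-15) peptide monomethylated at Lys9 (75 nM) from L3MBTL1 (50 nM) was measured by AlphaScreen after a 30 min room-temperature compound incubation; cefsulodin titration served as intraplate control.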
# TRb-SRC2 inh – disrupts binding of human TR beta to SRC2 | P10828 | TRbeta-SRC2 peptide binding, fluorescence polarization; receptor liganded with 1 µM T3 | Potency, µM (top dose mostly 106 µM), for the others: at the top dose activity change, negative = inhibition, hits mostly inhibitors | 280,000 tested, 0.065% active | AID 1469;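 also: plate controls were bound peptide for no effect and peptide without receptor for full effect; nearly all actives have a fitted effect of over 50% in size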
# Target sequence (P10828 whole entry, looked up): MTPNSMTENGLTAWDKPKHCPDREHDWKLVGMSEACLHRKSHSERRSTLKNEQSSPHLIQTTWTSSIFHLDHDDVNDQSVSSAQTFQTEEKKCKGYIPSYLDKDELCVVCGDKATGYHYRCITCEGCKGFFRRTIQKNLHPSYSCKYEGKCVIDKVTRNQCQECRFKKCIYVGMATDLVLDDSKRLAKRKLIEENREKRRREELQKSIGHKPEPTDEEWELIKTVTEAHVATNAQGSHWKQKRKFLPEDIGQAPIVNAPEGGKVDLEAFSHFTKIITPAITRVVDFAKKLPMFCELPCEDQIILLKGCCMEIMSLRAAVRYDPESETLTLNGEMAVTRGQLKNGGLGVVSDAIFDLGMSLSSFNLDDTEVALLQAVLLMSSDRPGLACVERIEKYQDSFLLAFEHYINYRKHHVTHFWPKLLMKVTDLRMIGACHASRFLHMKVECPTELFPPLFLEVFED
#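 Decrease in fluorescence polarization of 20 nM Texas Red SRC2 coactivator peptide flagged inhibition of its binding to 0.6 uM TRb LBD; 1 uM T3 included, incubation 5 hr, ex 555/em 632 nm.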
# TR SRC2 fluor cs – alters Texas Red total fluorescence, flagging assay interference | TRb/SRC2 Texas Red total fluorescence interference | Potency, µM (series often up to 106 µM), for the others: at the highest dose fluorescence change, negative = quenching | 280,000 tested, 0.29% active | AID 1479; active = well fitted curve in either direction with a large enough effect; inconclusive = small, poorly fitted or top-dose-only effect
#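 Flags fluorescent or light-absorbing compounds by total fluorescence, S + 2P, at 555 nm excitation and 632 nm emission. Mixture: 20 nM Texas Red SRC2 peptide, 0.6 uM human TRb LBD, 1 uM T3, 5% DMSO; compound exposure 5 h at ambient temperature.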
# GAA glycogen – inhibitors or activators of human alpha-glucosidase glycogen cleavage. recombinant GAA, glycogen substrate, Amplex Red glucose oxidase fluorescence. 300,000 tested, 0.38% active. P10253. Potency, µM (titrated, usually from 76.4 µM), without a hit: at the top dose activity change, negative = inhibition, actives largely listed as inhibitors;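 also: 0% = full enzyme reaction and -100% = no-enzyme basal signal; the screen sought inhibitors and activators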
#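 Recombinant human alpha-glucosidase (4 nM final) hydrolysed bovine liver glycogen (30 ug) for 40 min at 37 C in pH 5.0 citrate/phosphate with 0.01% Tween-20. Released glucose detected by glucose oxidase/Amplex Red, Ex 573/Em 610 nm. Compounds up to 77 uM; AC50 from Hill fits.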
# RGS12 GoLoco inh – inhibitors of human Gai1-RGS12 GoLoco interaction (red fluorophore) | Gai1:RGS12 GoLoco peptide FP, rhodamine, 10 min | Potency, µM (series often up to 61.6 µM), without a hit: at the highest dose activity, negative = inhibition, hits mostly inhibitors | 230,000 tested, 0.44% active | AID 880; active = well fitted inhibition curve with a large enough effect, not every such curve was filed as active; inactive = no such curve, though single readings can be large or run the other way; also: nearly all actives have a fitted effect of over 30% in size; many of its hits are not listed in these tables
# Target sequence (P63096 whole entry, looked up): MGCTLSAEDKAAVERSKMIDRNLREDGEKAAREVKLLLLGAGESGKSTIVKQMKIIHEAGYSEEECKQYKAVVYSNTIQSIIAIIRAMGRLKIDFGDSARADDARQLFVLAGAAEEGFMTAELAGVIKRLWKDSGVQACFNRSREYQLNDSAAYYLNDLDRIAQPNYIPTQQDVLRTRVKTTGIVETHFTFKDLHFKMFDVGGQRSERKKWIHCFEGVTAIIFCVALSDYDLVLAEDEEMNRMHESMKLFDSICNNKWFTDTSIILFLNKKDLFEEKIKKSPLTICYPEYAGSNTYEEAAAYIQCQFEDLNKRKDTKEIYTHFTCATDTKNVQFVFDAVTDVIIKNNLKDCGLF
# RECQ1 helicase – blocks DNA unwinding by human RECQ1; P46063; RECQ1 DNA unwinding, red fluorescence kinetic read; Potency, µM (series often up to 57.3 µM), without a hit: top-dose activity, negative = inhibition, actives largely listed as inhibitors; 240,000 tested, 0.54% active; AID 2549;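 also: plate controls were vehicle for no effect and no enzyme for full effect; nearly all actives have a fitted effect of over 30% in size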
#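 RECQ1T1 50 nM; forked duplex (20 bp + 30-nt ss tails) 200 nM, ATP 2 mM final; pH 8.0, 2 mM MgCl2, 2.5 ug/ml poly(dI-dC); 15 min compound preincubation; discontinuous kinetic read over 2 h at RT.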
# GAA inhib – blocks human lysosomal alpha-glucosidase | P10253 | purified human GAA, 4-MU-alpha-glucoside fluorescence | Potency, µM (top dose mostly 76.9 µM), for the others: top-dose activity change, negative = inhibition, usual class: inhibitors | 200,000 tested, 0.005% active | AID 1466;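 also: plate controls were uninhibited enzyme wells for no effect and no-enzyme background for full effect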
#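 Fluorogenic assay: 4 nM human alpha-glucosidase with 400 uM 4-methylumbelliferyl-alpha-D-pyranoside in 50 mM citrate/phosphate, 0.005% Tween-20, pH 5.0, 20 min at room temperature. Compounds tested up to 77 uM; AC50 from Hill fits.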
# * marks the source's active call; other numbers are inactive results; i = inactive; ? = inconclusive; · = not tested or not shown; & = joins results of further samples; [ ] = remark or other dose. Unless noted, calls follow the shape of the dose curve; as a rule, active = well fitted curve in the direction sought with a large enough effect; inconclusive = small, poorly fitted or top-dose-only effect, or another doubt; inactive = no such curve, though single readings can be large; an effect the other way counts as inactive or inconclusive. Unless noted, % is scaled to controls: 0 for no effect and ±100 for the full control effect; potency is read from the fitted curve at half-maximal effect. An excerpt; rates above refer to the full screens.
# Results follow in this order: GAA spleen mod	L3MBTL1 inh	TRb-SRC2 inh	TR SRC2 fluor cs	GAA glycogen	RGS12 GoLoco inh	RECQ1 helicase	GAA inhib
> O=C(O)C1CC=CCC1C(=O)Nc1cccc(Cl)c1Cl (stereo not drawn)
    8%	11%	3%	-1%	8%	·	-1%	-10%
> COc1ccc(C(=O)N2CCN(S(=O)(=O)c3ccc(F)cc3)CC2)cc1OC
    -7%	1%	-1%	-1%	14%	5%	i	-6%
> CCCn1c2ccccc2c2nnc(SCC(=O)OCC)nc21
    8%	·	-15%	-2%	-5%	-18%	2%	-1%
> CCn1c(-c2ccccc2)c(C(=O)O)c2ccccc21
    -4%	7%	1%	6%	-16%	-14%	22%	1%
> CSc1ccc(-c2nnn(Cc3ccccn3)n2)cc1
    2%	3%	1%	3%	-4%	7%	i	1%
> CCc1nc2ccccc2n(CCOCCn2c(=O)c(CC)nc3ccccc32)c1=O
    0%	40%[activator]	-5%	-4%	6%	-3%	-6%	-1%
> NCCCC(N)(C(=O)O)C(F)F (stereo not drawn)
    14%&5%	6%	-4%&4%	-2%&-1%	-1%	11%&-3%	-2%&8%	-5%[15.4 µM]
> COC(=O)c1ccc(N2CCN(c3ccccc3)CC2)c(NC(=O)C2CC2)c1
    -8%	-25%	2%	-2%	-4%	17%	-2%	-3%
> CCOC(=O)CCCc1c[nH]c2ccccc12
    -7%	-6%	0%	-5%	7%	3%	0%	-6%
> COc1cccc(SCC(=O)N2CCN(c3ccccc3)CC2)c1
    -1%	·	2%	-2%	8%	8%	i	·
> COC(=O)C(C)N(c1ccc(OC)cc1)S(C)(=O)=O (stereo not drawn)
    3%	2%	3%	0%	-8%	12%	-3%	-3%
> Cc1ccc2c(c1)cc(CN(Cc1ccc3c(c1)OCO3)C(=O)c1ccccc1)c1nnnn12
    -3%	9%	-21%	0%	3%	11%	-8%	1%
> Cn1c(N2CCC(C(N)=O)CC2)nc2c1c(=O)n(Cc1cccc(Br)c1)c(=O)n2C
    7%	-7%	-1%	0%	0%	10%	-1%	-7%
> CC1CCN(S(=O)(=O)c2csc(C(=O)Nc3ccccc3)c2)CC1
    -7%	·	7%	1%	-2%	0%	-8%	-8%
> CCCSC1=N/C(=C\c2ccc([N+](=O)[O-])o2)C(=O)S1
    1%	?	-3%	?	-16%	152%[activator]	13µM*	-2%
> Cc1ccc(NC(=O)CSc2ccc(-c3ccc4c(c3)OCO4)nn2)cc1F
    -3%	6%	-1%	5%	8%	10%	-11%	-1%
> CCn1ncc(Cl)c1C(=O)Nc1cc(Cl)ccc1Cl
    4%	·	-10%	2%	-18%	4%	-3%	5%
> CC(C)(C)c1cc(C(=O)NC2CC2)n(Cc2ccc(F)cc2)n1
    4%	·	8%	1%	0%	-3%	3%	·
> Cc1nc2ncnn2c(N2CCN(S(=O)(=O)c3ccc(Br)cc3)CC2)c1C
    4%	5%	0%	-1%	-9%	9%	i	13%
> CC(C)Cc1nc2oc3c(Cl)ncnc3c2c2c1CCCC2
    -3%	9%	-6%	2%	6%	8%	-5%	·
> O=C(c1ccccc1-c1ccccc1)N1CCCC1
    -1%	·	-7%	-2%	6%	3%	?	-1%
> CC1CC(C)CN(C(=S)Nc2ccc(OC(F)F)cc2)C1 (stereo not drawn)
    4%	-6%	-5%	0%	-4%	11%	-1%	-2%
> O=C(/C=C/Nc1ccc(Oc2ccccc2Cl)cc1)c1ccco1
    -8%	?	-8%	-3%	16%	22%	-29%	0%
> CCOC(=O)c1ccc(NC(=O)NCc2ccncc2)cc1
    -15%	·	-19%	2%	5%	-1%	-13%	?
> COc1ccc(OC)c(S(=O)(=O)N(C)CC(=O)Nc2cc(Cl)ccc2OC)c1
    -2%	-2%	3%	1%	-7%	-1%	-4%	4%
> CCOC(=O)c1cnc(-n2nc(C)cc2C)nc1NNc1nc(-c2ccccc2)cc(-c2ccccc2)n1
    -11%	-20%	5%	-3%	-10%	2%	1%	0%
> COc1ccc(/C=N/Nc2cn[nH]c(=O)c2Cl)cc1
    -6%	-1%	-1%	-3%	?	20%	i	-1%
> CC1CCCCC1NC(=O)CN1CCC(O)(c2ccc(F)cc2)CC1 (stereo not drawn)
    -2%	4%	-4%	-1%	8%	4%	i	6%
> CCOc1cc(C)c(Cl)cc1S(=O)(=O)N1CCCC1
    3%	-5%[11.4 µM]	8%	1%	1%	-1%	-2%	-2%
> O=C(Nc1nnc(-c2ccccc2F)s1)c1cccnc1
    -7%	-1%	-4%	-3%	15%	5%	0%	-14%
> CCCCCCC1CC(CCC(=O)Nc2ccc([N+](=O)[O-])cc2)C(=O)O1 (stereo not drawn)
    -5%	-6%	4%	-2%	-2%	2%	-2%	2%
> CCN1CCc2c(OCC(=O)Nc3cccc(C)c3C)cccc2C1=O
    -3%	3%	-4%	-2%	-2%	5%	i	7%
> CSc1c(CC(=O)NCCO)n(C)c2ccccc12
    -3%	3%	-4%	0%	-2%	1%	-5%	-1%
> COC(=O)c1ccc2c(=O)n(Cc3ccc4c(c3)OCO4)c(SCC(=O)N3CCCC3)nc2c1
    3%	-13%	-3%	-1%	-3%	-6%	7%	·
> CC1CC(=O)Nc2ccccc2N1C(=O)Nc1ccccc1 (stereo not drawn)
    5%	0%	4%	0%	5%	0%	-5%	9%[15.4 µM]
> CCS(=O)(=O)N1CCN(c2ccc([N+](=O)[O-])c(NCC3CCCO3)c2)CC1 (stereo not drawn)
    -3%	-11%	-2%	-2%	-6%	6%	i	-6%
> CC(=O)Nc1ccc(/C(C)=N/Nc2nc(Nc3ccccc3)nc(N3CCOCC3)n2)cc1
    -4%	-5%	0%	-1%	?	5%	-2%	?
> Cc1n[nH]c(C)c1S(=O)(=O)N1CCCC(C(=O)N2CCN(c3ccc(Cl)cc3)CC2)C1 (stereo not drawn)
    1%	-12%	6%	2%	-2%	·	-4%	1%
> Nc1ncc(-c2ccccc2)c(-c2ccc(OCc3ccccc3)cc2O)n1
    -3%	-9%	1%	0%	-1%	4%	-15%	1%
> Cc1cccc(C)c1NC(=O)CCCN1CC(C)OC(C)C1 (stereo not drawn)
    0%	·	0%	0%	1%	-19%	-1%	-6%
> CC(C)(C)c1ccc(C(=O)N2CCC(=O)N([C@H](COCc3ccc(Cl)cc3)Cc3ccccc3)CC2)cc1
    -13%	·	6%	6%	·	20%	-18%	·
> CCOC(=O)c1cnc(SCC(=O)N2CCC(C(N)=O)CC2)nc1N
    4%	6%	-2%	-6%	5%	11%	i	4%
> COc1ccc(NC(=O)NN(C(=O)c2ccccc2)C(C)(C)C)cc1
    0%	5%	-7%	1%	-2%	0%	1%	-12%
> CC(=O)Nc1ccc(C2=NN(Cc3nnc(-c4ccccc4)o3)C(=O)SC2)cc1
    -10%	27%	-2%	-8%	1%	7%	-8%	2%
> CC(=O)Nc1ccc(S(=O)(=O)NCC(=O)OCC(=O)N2CCCc3ccccc32)cc1
    -2%	12%	-1%[53 µM]	-1%[53 µM]	-1%	-9%	5%	-4%
> O=C(c1cccc(C(F)(F)F)c1)N(c1ccccn1)C1CCCCC1
    -17%	·	-2%	-3%	3%	6%	i	-3%
> Cc1onc(-c2c(Cl)cccc2Cl)c1/C(N)=N/OC(=O)C(C)(C)C
    1%	22%	5%	-2%	4%	2%	-4%	6%
> COc1ccccc1NS(=O)(=O)c1ccc(NC(=O)CCNC(=O)c2ccco2)cc1
    -13%	7%	2%	-4%	3%	8%	i	-19%
> COc1nc(OC)nc(Oc2ccc([N+](=O)[O-])cc2Cl)n1
    -2%	-16%	3%	-2%	6%	9%	-4%	-1%
> COc1ccc(NC(=O)C2C3CCC4C(CCC32)C4(Cl)Cl)cc1 (stereo not drawn)
    1%	7%	-5%	0%	0%	2%	i	10%

# No new results follow: an excerpt of the list.
# Results follow in this order: GAA spleen mod	L3MBTL1 inh	TRb-SRC2 inh	TR SRC2 fluor cs	GAA glycogen	RGS12 GoLoco inh	RECQ1 helicase	GAA inhib
> O=C(O)C1CC=CCC1C(=O)Nc1cccc(Cl)c1Cl (stereo not drawn)
    8%	11%	3%	-1%	8%	·	-1%	-10%
> COc1ccc(C(=O)N2CCN(S(=O)(=O)c3ccc(F)cc3)CC2)cc1OC
    -7%	1%	-1%	-1%	14%	5%	i	-6%
> CCCn1c2ccccc2c2nnc(SCC(=O)OCC)nc21
    8%	·	-15%	-2%	-5%	-18%	2%	-1%

# (listing goes on)
# Results follow in this order: GAA spleen mod	L3MBTL1 inh	TRb-SRC2 inh	TR SRC2 fluor cs	GAA glycogen	RGS12 GoLoco inh	RECQ1 helicase	GAA inhib
> CN1OC(c2ccccc2)=C(CO)C1c1ccccc1 (stereo not drawn)
    -3%	1%	1%	-1%	-1%	-5%	0%	0%
> O=C(CCc1nnc(Cc2ccc(-c3ccccc3)cc2)o1)N1CCCC1
    -5%	1%	0%	-1%	3%	3%	-2%	4%
> Cc1cccc(C)c1NC(=O)C(NS(=O)(=O)c1cccs1)c1ccccc1 (stereo not drawn)
    10%	9%	-3%&5%	1%&-2%	-5%[76.3 µM]	6%	-5%	0%
> O=C1COc2ccc(C(=O)COC(=O)c3ccc4ccccc4n3)cc2N1
    -20%	2%	-7%	0%	8%	-9%	-17%	-2%
> COC(=O)C1=C(C)NC=C([N+](=O)[O-])C1c1ccc(OC)cc1 (stereo not drawn)
    1%	2%	1%	-2%	-1%	-2%	i	-3%
> CCOC(=O)C1C(=O)C(C(C)=O)C(=O)CC1CC(C)SCC (stereo not drawn)
    -7%	·	-5%	-8%	-5%	-1%	i	-2%
> COc1ccc(-c2cn3cccnc3n2)cc1NS(=O)(=O)c1ccccc1
    -3%	·	-6%	-7%	9%	5%	-13%	-3%

# Bioassay records (PubChem BioAssay)
